Ins promoter up = MIN6 insulin promoter up-regulation | z-score at 5 µM | MIN6 insulin promoter-GFP reporter, high-content imaging; hits give high values | AID 1625 | 190,000 tested, 0.3% active;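 active = z-score above 3 at 5 µM with at least 500 cells counted in the well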
P. falciparum M17LAP = P. falciparum M17LAP inhibitors, primary screen, biochemical, fluorogenic H-Leu-NHMec substrate, 1536-well (AID 1619) | recombinant M17LAP, H-Leu-NHMec fluorogenic kinetic assay; higher % means a stronger effect | inhibition, % at 30 µM; hits with a dose series show IC50 in µM | 220,000 tested, 0.38% active;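 active = compound inhibiting the enzyme by more than half at any dose during confirmatory dose-response retesting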;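 also: plate controls were full reaction with DMSO carrier for no effect and no enzyme background for full effect; strong numbers were not always called active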
Autophagy HCS = modulators of autophagy; MEF GFP-LC3 puncta imaging; test concentration mostly 10 µM; calls only at 10 µM (by protocol); 190,000 tested, 0.98% active; AID 463193;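 active = percentage of spot-positive cells more than 3 SD above its plate mean, without a fluorescence outlier flag or 80% toxicity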;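 also: spot-positive cell cutoff set from DMSO-treated cells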
MT stabilize HCS = microtubule stabilizers in HeLa cells; % tubulin-high responders, % at 10 µM; 200,000 tested, 0.83% active; HeLa tubulin immunostaining HCS, 24 h; share of cells brighter than vehicle mean+2SD;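 active = plate Z-score above 3 for both tubulin-high and condensed-nucleus cell shares, with cell loss under 80%, at 10 µM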;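 also: anti alpha tubulin signal scored within the nucleus-defined area of each cell; some results filed as inactive read as strong as hits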
bCat nuc transl = modulators of beta-catenin nuclear translocation; HeLa beta-catenin nuclear translocation, immunofluorescence imaging; nuclear translocation activity, % at 5 µM; 190,000 tested, 0.3% active; AID 1665;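 active = nuclear translocation activity above 50% at 5 µM, with a well cell count of 50 or more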;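 also: per-cell ratio of nuclear to cytoplasmic median beta-catenin stain intensity; plate controls were DMSO negative control for no effect and GSK-3 inhibitor IX positive control for full effect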
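Signal – beta-catenin immunofluorescence imaging with DAPI · Test system – human HeLa cell line · Dosing – 5 µM primary single dose, 0.1% DMSO, 0.02–20 µM confirmation series · Measure – % activation, nuclear-to-cytoplasmic median beta-catenin signal ratio per cell · Incubation – 24 h compound exposure at 37°C, 5% CO2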
Dynein cargo inh = blocks dynein driven cargo transport along microtubules | 3617.4 mouse cells, GR-EGFP nuclear translocation imaging; test concentration mostly 20 µM; stimulated with dexamethasone, 1 µM; hits give low values | z-score, hits read low | 220,000 tested, 0.47% active | AID 1381;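 active = plate z-score of nuclear minus cytoplasmic receptor signal below a set negative limit, without overly bright fluorescence or cell loss, cut at about -3.5 in these data, passing the limit was not always enough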;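 also: z-score of nuclear minus cytoplasmic ring GR-EGFP intensity difference per well; some compounds called inactive have numbers as strong as hits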
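Medium: Induction medium lacking tetracycline, stripped serum | Probe or stimulus: 1.0 µM final dexamethasone stimulus | Schedule: 48 h induction, then 1 h compound, then 30 min agonist, 37 °C | Signal: Automated 10x imaging of fixed Hoechst-stained cells | Evaluation: Per-cell GR-EGFP intensity, nucleus versus surrounding cytoplasmic ring, well-averaged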
HEK293 NOD2/NF-kB = NOD2 signaling inhibitors, cell-based, luminescence, uHTS, HEK293 (AID 1566) | HEK293 NOD2/NF-kB luciferase reporter, luminescence; higher % means a stronger effect | one-dose inhibition, % at 4 µM; EC50 in µM for titrated hits | 290,000 tested, 0.63% active; in the data active = inhibition above about 50%; also: many of its hits are not listed in these tables
Yfh1-off respiration = mitochondrial function rescue without frataxin homolog – Friedreich's ataxia, plus single-dose screen, dose response (AID 1465) | S. cerevisiae Yfh1-off respiration, WST-1 reduction, 72 h; higher fold induction means a stronger effect | fold induction at 50 µM; hits with a dose series show EC50 in µM | 220,000 tested, 0.074% active;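 active = fold induction of absorbance versus untreated yeast above a set limit, then at least 30% activation at any dose in follow-up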;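 also: activators that raise dye reduction in frataxin-depleted yeast; strong numbers were not always called active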
NOD1 NF-kB reporter = NOD1 signaling inhibitors, primary screen, cell-based, luminescence, uHTS (AID 1578). NOD1-driven NF-kB luciferase reporter cells, luminescence; higher % means a stronger effect. one-dose inhibition, % at 4 µM; EC50 in µM for titrated hits. 290,000 tested, 1% active; in the data active = inhibition mostly above about 36%, no sharp cut-off; inactive = mostly below about 34%;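 also: HEK-293T reporter cells stimulated with the NOD1 agonist gamma-tri-DAP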
Dynein cargo inh cytoplasmic EGFP = further read-out of Dynein cargo inh, marked with its call; z-score; measured here: cytoplasmic GR-EGFP intensity; hits give high values
Dynein cargo inh nuclear GR-EGFP = also measured in Dynein cargo inh; calls as there; z-score; measured here: nuclear GR-EGFP intensity;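 lower value marks the stronger effect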
Dynein cargo inh cell count = second read-out of Dynein cargo inh, no call of its own (marks repeat the call); z-score; measured here: cell count per field
Ins promoter up cell count = also measured in Ins promoter up; calls as there; cell count; measured here: cytotoxicity, nuclei count;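 total cells summed across four imaged fields per well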
bCat nuc transl cell count 5 µM = further read-out of bCat nuc transl, marked with its call; cell count; measured here: cell count, cytotoxicity flag
MT stabilize HCS Hoechst-high % = recorded beside MT stabilize HCS, whose call it bears; % Hoechst-high responders; measured here: nuclear condensation Hoechst responders;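 share of cells brighter than vehicle mean plus two SD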
MT stabilize HCS cytotoxicity % = second read-out of MT stabilize HCS, no call of its own (marks repeat the call); toxicity, %; measured here: cytotoxicity by cell density;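 0% = mean cell density of plate MIN control wells and 100% = no cells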
Autophagy HCS cell loss 18 h = second read-out of Autophagy HCS, no call of its own (marks repeat the call); toxicity, %; measured here: cell loss, nuclei count;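 cell loss after 18 h compound exposure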
Starred values were filed as active, the others as inactive; i = inactive; . = not tested or not shown. An excerpt. The share of hits here may be higher or lower than overall.

SMILES | Ins promoter up | Ins promoter up cell count | P. falciparum M17LAP | Autophagy HCS | Autophagy HCS cell loss 18 h | MT stabilize HCS | MT stabilize HCS Hoechst-high % | MT stabilize HCS cytotoxicity % | bCat nuc transl | bCat nuc transl cell count 5 µM | Dynein cargo inh | Dynein cargo inh cytoplasmic EGFP | Dynein cargo inh nuclear GR-EGFP | Dynein cargo inh cell count | HEK293 NOD2/NF-kB | Yfh1-off respiration | NOD1 NF-kB reporter
CN1CCN(C(=O)CCN2C(=O)S/C(=C/c3ccc(Cl)cc3)C2=O)CC1 | -0.32 | 1385 | 6.4% | i | -12.4 | 3.0 | 3.5 | 5.8 | 0.8 | 1414 | -1.27 | -0.287 | -0.297 | 0.881 | -33.1% | i | 19.6%
OC(COc1ccc(OCc2ccccc2)cc1)CN1CCOCC1 (stereo not given) | 0.05 | 1195 | -3.9% | i | -1.9 | 0.7 | 1.4 | 4.3 | 0.0 | 920 | -0.64 | -0.253 | -0.28 | -0.0885 | -8.4% | i | -17.0%
Cc1cc(C)c(-c2c(O)c3c(n(C)c2=O)CC(C)(C)CC3=O)c(C)c1 | 0.04 | 1259 | 7.9% | i | -13.7 | 7.1 | 2.7 | 4.5 | -2.8 | 546 | 3.99 | -0.219 | 1.46 | -1.59 | -6.2% | i | -48.0%
CC(C)(C)c1ccc(C(=O)Nc2cccc3c(=O)[nH][nH]c(=O)c23)cc1 | -0.14 | 1363 | 0.6% | i | 6.7 | 2.3 | 1.4 | 1.8 | -0.5 | 1023 | 1.45 | -0.267 | 0.213 | -0.33 | 6.4% | i | -15.2%
O=C(N=Nc1c(O)[nH]c2ccccc12)c1ccc(CN2CCOCC2)cc1 | -0.04 | 1336 | -4.4% | i | -34.5 | 3.0 | 2.4 | 5.8 | -0.3 | 1161 | 0.0829 | -0.21 | 0.27 | 0.759 | -0.4% | i | -1.2%
C=CCNCC(O)COc1ccc(C(C)=O)cc1OC (stereo not given) | 0.15 | 1434 | -5.8% | . | . | . | . | . | -1.6 | 1277 | -0.0219 | -0.29 | 0.0361 | 0.515 | 1.0% | i | -9.6%
Cc1ccc(OCCCC(=O)Nc2ccc(Br)cc2)cc1 | 0.05 | 1667 | -1.6% | i | 5.9 | 2.8 | 1.8 | 9.4 | -0.4 | 987 | 0.054 | -0.213 | -0.115 | 0.514 | -2.3% | i | -29.5%
Cc1ccc(CSc2nnc(NC(=O)C3COc4ccccc4O3)s2)cc1 (stereo not given) | 0.89 | 1507 | -2.2% | i | 4.5 | 2.6 | 2.4 | 10.8 | 0.4 | 1411 | 1.91 | -0.184 | 1.22 | -0.674 | -3.0% | . | -22.0%
Nc1[nH]nc2nc(-c3ccccc3)[nH]c(=O)c12 | 0.21 | 1434 | 3.5% | . | . | . | . | . | -2.4 | 1197 | -0.81 | -0.226 | -0.517 | 1.05 | 11.1% | i | -6.5%
Cn1cc(CCNC(=O)CCc2nnc(CCCCc3ccccc3)o2)cn1 | -0.21 | 1576 | 15.9% | i | -4.2 | 2.4 | 1.2 | 5.0 | -0.7 | 1459 | 0.13 | -0.391 | -0.546 | 0.812 | 13.4% | i | -7.5%
COc1ccc(-c2ccc3c(N)c(C(=O)NC(C)C)sc3n2)cc1OC | -0.4 | 1070 | -4.4% | . | . | . | . | . | -1.6 | 1351 | -0.323 | -0.253 | 0.146 | 1.23 | -10.6% | i | -7.6%
C=CCNc1nnc(SCC(=O)N2CCCCC2)c2ccccc12 | -0.65 | 1411 | -8.0% | i | 6.9 | 3.2 | 1.0 | 6.4 | -7.1 | 945 | 1.25 | -0.15 | 0.788 | 0.29 | 14.6% | i | -6.8%
Cc1ccc(C(=O)NNc2ncnc3c2cnn3C)cc1 | -0.21 | 1477 | -1.2% | . | . | . | . | . | 1.6 | 1261 | -0.549 | -0.197 | -0.182 | 0.461 | 13.7% | i | -4.8%
Cc1ccc(S(=O)(=O)N2CCCC(C(=O)O)C2)s1 (stereo not given) | 0.82 | 938 | -9.9% | . | . | 6.9 | 1.3 | 6.3 | 0.1 | 1181 | 2.19 | -0.207 | 1.12 | -0.595 | 9.0% | i | -0.3%
NC(=O)COc1cccc(/C=N/NC(=O)c2ccc(-n3cccc3)cc2)c1 | 0.47 | 955 | 6.4% | . | . | . | . | . | 0.1 | 1327 | -1.48 | -0.25 | -0.388 | 1.31 | -0.3% | i | 39.2%*
COc1ccc(CCNc2ccc(C(CC(N)=O)NC(=O)c3ccccc3)cc2[N+](=O)[O-])cc1 (stereo not given) | 0.27 | 970 | 0.6% | . | . | . | . | . | -0.4 | 1352 | -0.088 | -0.739 | -0.0377 | 0.109 | 7.5% | i | -4.3%
CC(=O)Oc1ccccc1C1=NN(C(=O)/C=C/c2ccccc2)C(c2ccccc2)C1 (stereo not given) | -0.36 | 1417 | -2.3% | i | 0.0 | 8.2 | 2.0 | 3.8 | -0.3 | 1103 | -1.07 | -0.312 | -0.563 | 1.16 | -0.2% | i | -6.7%
CC1Cc2ccccc2N1C(=O)CCn1c(=O)sc2ccccc21 (stereo not given) | -1.58 | 1056 | -5.9% | . | . | . | . | . | -2.6 | 1155 | -0.463 | -0.426 | 0.108 | -0.224 | -18.7% | i | -6.9%
Cc1ccccc1-c1nc(CN2CCC(C(=O)NCCCN3CC(C)CC(C)C3)CC2)c(C)o1 (stereo not given) | -0.94 | 761 | -1.1% | i | -5.7 | 3.2 | 1.9 | 1.7 | -3.3 | 893 | -0.471 | -0.192 | -0.141 | 0.258 | 17.6% | i | 15.1%
Cc1cc(C)n(CC(O)COc2ccccc2)n1 (stereo not given) | -0.28 | 1521 | -1.3% | i | -0.4 | 3.5 | 2.1 | 2.9 | -1.5 | 1344 | -0.814 | -0.256 | -1.18 | 0.496 | -5.0% | i | 12.6%
COc1cc(/C=C/c2nnc3c4ccccc4ncn23)cc(OC)c1OC | 0.99 | 1357 | 4.5% | i | -12.0 | 1.7 | 1.9 | 8.7 | 0.2 | 1019 | 2.22 | -0.192 | 0.89 | -1 | 25.5% | i | 58.4%
COC(=O)CN1C(=O)C(C)=C(c2ccc(C)cc2)S1(=O)=O | 0.53 | 1177 | -3.6% | i | 12.9 | 2.4 | 1.5 | 0.8 | -3.0 | 1176 | 0.557 | -0.167 | 0.57 | -0.246 | 10.1% | i | -0.2%
CC(C)OCCCNC(=S)N1CCC(C(=O)c2ccc3c(c2)OCCO3)CC1 | 0.84 | 1483 | -7.7% | i | -5.2 | 2.1 | 1.4 | 2.7 | -0.2 | 1066 | -0.45 | -0.28 | -0.0621 | 1.06 | 9.8% | i | -13.5%
CN1CCN(Cc2cccc(Oc3ccccc3)c2)CC1 | 0.46 | 908 | -3.5% | i | -1.4 | 0.8 | 0.9 | 18.3 | . | . | -0.422 | -0.263 | -0.433 | 0.275 | 0.6% | i | -7.6%
Cc1cccc2cc(CN(CC3CCCO3)C(=O)c3ccco3)c3nnnn3c12 (stereo not given) | 0.07 | 1161 | 2.3% | i | 13.9 | 2.1 | 2.0 | 3.9 | 0.9 | 1513 | -0.33 | -0.182 | -0.242 | 0.488 | 5.3% | i | -32.4%
CN(C(=O)c1cccc(C#N)c1)c1nnc(-c2ccccn2)s1 | 1.15 | 1207 | 3.4% | i | 4.4 | 2.5 | 3.7 | 8.2 | -3.9 | 1180 | 1.16 | 0.0202 | 0.175 | 0.435 | -1.7% | i | -26.5%
NC(=O)c1cc(NC(=O)c2cc(Br)c(Br)s2)cc(C(N)=O)c1 | -0.82 | 1053 | -0.3% | i | -8.8 | 3.9 | 3.0 | 6.0 | 2.0 | 1148 | 1.68 | -0.248 | 0.964 | -2.07 | -5.4% | i | -31.4%
O=[N+]([O-])c1ccccc1S(=O)(=O)N1CCc2ccccc2C1 | -0.35 | 1563 | 9.2% | i | 14.1 | 2.3 | 2.3 | 6.1 | -1.0 | 1510 | 0.0105 | -0.237 | -0.325 | 0.581 | 6.0% | i | -28.6%
COC(=O)c1ccc(Oc2nc(C(N)=O)cc(-c3ccccc3)n2)cc1 | . | . | -8.3% | i | 23.1 | 1.5 | 1.8 | 5.3 | . | . | -1.15 | -0.252 | -0.339 | 0.375 | 4.0% | i | 28.3%
O=C(Oc1cccc2cccnc12)c1cccc([N+](=O)[O-])c1 | . | . | -0.4% | i | 21.8 | 1.7 | 2.0 | 0.7 | 5.0 | 853 | -1.23 | -0.247 | -0.599 | 0.542 | 11.2% | i | -8.5%
Cc1cccc(-c2ccc(C=Nc3c(C)n(C)n(-c4ccccc4)c3=O)o2)c1 | -0.6 | 1271 | 6.1% | i | -0.1 | 2.4 | 2.0 | 5.2 | 0.2 | 1122 | -0.785 | 0.813 | -0.185 | -0.641 | 7.8% | i | -9.8%
O=C(CN(Cc1ccccc1Cl)C(=O)c1ccc(CN2CCOCC2)o1)NCC1CCCO1 (stereo not given) | -1.41 | 1633 | -4.2% | i | 0.8 | 2.9 | 2.0 | 7.2 | -0.6 | 1300 | -0.574 | -0.159 | -0.893 | 0.238 | 5.8% | i | 0.8%
